WRN inhibitor: qHTS for Inhibitors of WRN Helicase. WRN helicase unwinding, fluorescent forked duplex, kinetic. 360,000 tested, 0.46% active. Potency, µM (series often up to 114 µM), without a hit: at the top dose activity change, negative = inhibition, hits mostly inhibitors; further: potency means the concentration at half of the fitted maximal effect; on the % scale 0 is the no-effect control and ±100 the full control effect; nearly all actives have a fitted effect of over 55% in size
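Kinetic red-fluorescence monitoring (525/598 nm) tracks WRN helicase activity after 100 nM fluorophore-quencher forked duplex and 2 mM ATP are added to 20 nM enzyme pretreated 15 min at room temperature with compound.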
EPAC2 agonist: qHTS for Agonist of cAMP-regulated guanine nucleotide exchange factor 4 (EPAC2): primary screen. Rap guanine nucleotide exchange factor 4 (Homo sapiens), Q8WZA2. EPAC2 activation, biochemical qHTS; response scale: 100% = 6.5 mM cAMP response. Potency, µM (doses to about 154 µM), without a hit: at the top dose activation, actives largely listed as activators. 360,000 tested, 0.079% active. AID 720711, 2013; further: potency means the concentration at half of the fitted maximal effect; nearly all actives have a fitted effect of over 50% in size
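EPAC2 (100 nM) mixed with Rap1B loaded with BODIPY-GDP (250 nM) plus 50 uM unlabeled GDP; compounds pinned in, 5 min RT, then read every 5 min for 30 min (ex 480, em 540 nm). Normalized to cAMP control.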
IL2 activator: qHTS of IL-2 Activators | AID 652025, 2013 | activation, % (series mostly up to about 46 µM) | 360,000 tested, 0.065% active | IL-2 activation reporter assay, cell-based qHTS; stimulated with anti-CD3/CD4/CD28 beads; in transgenic mouse T cells; in the data active means activation above about 50%; inconclusive means mostly about 30% to 49%; further: 0% is about no effect
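Unstimulated transgenic mouse T cells preincubated 60 min with compound, then stimulated with anti-CD3/anti-CD4-coated beads plus anti-CD28 for 18 h at 37 degrees C. IL-2 response read as EGFP and DsRed fluorescence by plate cytometry.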
PLK1 PBD block: qHTS for Inhibitors of PLK1-PDB (polo-like kinase 1 - polo-box domain): Primary Screen; Potency, µM, for the others: max response, negative = inhibition, hits mostly inhibitors; AID 720504, 2013; 360,000 tested, 2.8% active; Serine/threonine-protein kinase PLK1 (Homo sapiens), P53350; Plk1 PBD binding of FITC phosphopeptide, fluorescence polarization; further: potency means the concentration at half of the fitted maximal effect; series mostly up to about 57 µM; on the % scale 0 is the no-effect control and ±100 the full control effect; nearly all actives have a fitted effect of over 65% in size
PI5P4Ka inh: qHTS for Inhibitors of phosphatidylinositol 5-phosphate 4-kinase (PI5P4K); Phosphatidylinositol 5-phosphate 4-kinase type-2 alpha (Homo sapiens), P48426; max response, %; PI5P4Kalpha enzyme, ADP-Glo luminescence, 60 min; active compounds read low; 330,000 tested, 1.2% active; AID 652105, 2013; active means max response of -50% or lower; inconclusive means between -30% and -50%; inactive means -30% or higher; further: value at the top dose of about 77 µM; on the % scale 0 is the no-effect control and ±100 the full control effect
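Reactions run in 0.038 M HEPES pH 7.4, 0.28 mM EGTA, 0.1% CHAPS and 5% DMSO, with PI5P4Kalpha, substrate, compound and 5 microM ATP final, one hour at room temperature. Readout is ADP-Glo luminescence.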
EPAC1 antag: qHTS for Antagonist of cAMP-regulated guanine nucleotide exchange factor 3 (EPAC1): primary screen. Rap guanine nucleotide exchange factor 3 (Homo sapiens), O95398. EPAC1 GEF assay, Rap1b-BODIPY-GDP exchange fluorescence. Potency, µM (series often up to 115 µM), without a hit: top-dose activity change, negative = inhibition, most hits filed as inhibitors. 360,000 tested, 0.14% active;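 further: potency means the concentration at half of the fitted maximal effect; plate controls were vehicle for no effect and positive control for full effect; nearly all actives have a fitted effect of over 50% in size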
Target sequence (O95398 whole entry, looked up): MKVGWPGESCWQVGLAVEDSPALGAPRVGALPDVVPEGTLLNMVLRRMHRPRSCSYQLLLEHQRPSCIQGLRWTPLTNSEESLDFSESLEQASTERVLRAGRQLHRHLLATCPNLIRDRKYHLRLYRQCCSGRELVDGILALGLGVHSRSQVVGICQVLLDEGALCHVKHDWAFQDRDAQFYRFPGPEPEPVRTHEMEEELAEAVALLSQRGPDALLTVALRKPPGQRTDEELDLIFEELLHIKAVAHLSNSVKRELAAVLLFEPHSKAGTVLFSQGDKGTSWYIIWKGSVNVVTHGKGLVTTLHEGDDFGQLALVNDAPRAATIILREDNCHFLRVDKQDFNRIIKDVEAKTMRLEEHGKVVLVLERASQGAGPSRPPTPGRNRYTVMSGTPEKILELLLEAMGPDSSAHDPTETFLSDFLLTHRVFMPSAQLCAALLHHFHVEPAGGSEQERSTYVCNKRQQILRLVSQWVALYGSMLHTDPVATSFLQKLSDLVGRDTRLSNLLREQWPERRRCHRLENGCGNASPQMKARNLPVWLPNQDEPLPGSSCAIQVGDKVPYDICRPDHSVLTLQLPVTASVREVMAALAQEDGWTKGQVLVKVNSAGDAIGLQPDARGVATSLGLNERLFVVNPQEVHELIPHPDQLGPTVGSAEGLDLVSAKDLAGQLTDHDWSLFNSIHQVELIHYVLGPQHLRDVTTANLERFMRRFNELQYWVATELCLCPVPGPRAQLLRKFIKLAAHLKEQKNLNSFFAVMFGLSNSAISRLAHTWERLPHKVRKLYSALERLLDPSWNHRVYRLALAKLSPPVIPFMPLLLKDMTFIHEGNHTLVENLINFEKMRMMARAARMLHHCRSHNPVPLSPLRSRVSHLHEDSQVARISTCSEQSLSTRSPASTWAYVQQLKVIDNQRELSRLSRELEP
CCT modulator: High-Throughput Screening for Modulators of Cytosolic Chaperonin Activity | activity change, % (no concentration beside the values), hits read low | AID 651819, 2012 | purified chaperonin ATPase assay, HTRF ADP detection, 30 min | 360,000 tested, 0.3% active; in the data active means activity change below about -30%; further: on the % scale 0 is the no-effect control and ±100 the full control effect
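We incubate TRiC, 40 or 20 nM final, with library compounds at 76 uM and 10 uM ATP for 30 min at 37 °C. ADP formed is detected with Transcreener HTRF reagents after 30 min at room temperature.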
EPAC1 agonist: qHTS for Agonist of cAMP-regulated guanine nucleotide exchange factor 3 (EPAC1): primary screen. Potency, µM (top dose mostly 154 µM), inactives show at the top dose activation, hits mostly activators. EPAC1 agonist qHTS, biochemical assay; response scale: 100% = response to 6.5 mM cAMP. 360,000 tested, 0.073% active; further: potency means the concentration at half of the fitted maximal effect; nearly all actives have a fitted effect of over 60% in size
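Normalized to 6.5 mM cAMP, activity reflects EPAC1-catalysed release of BODIPY-GDP from Rap1B, followed kinetically over 30 min at 480 nm excitation, 540 nm emission. Reaction contained 100 nM EPAC1, 250 nM Rap1B-BODIPY-GDP, 50 uM GDP.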
Active calls of the source: *; u = inconclusive; x = no result given; [ ] = remark or other dose. Unless noted, the call rests on the fitted dose curve; in most records, active means well fitted curve in the direction sought with a large enough effect; inconclusive means small, poorly fitted or top-dose-only effect, or another doubt; inactive means no such curve, though single readings can be large; an effect the other way counts as inactive or inconclusive. These rows are one share of the data; the hit share may differ from the screen's.

SMILES	WRN inhibitor	EPAC2 agonist	IL2 activator	PLK1 PBD block	PI5P4Ka inh	EPAC1 antag	CCT modulator	EPAC1 agonist
O=C1C(=O)N(c2ccccn2)C(c2ccc(F)cc2)/C1=C(/O)c1ccc(Br)cc1 (stereo unspecified)	-6.6%	0.1%	-0.4	-13.1%	-3.9	-6.7%	-0.7	3.7%
CCN1C(=O)/C(=C2\Sc3ccccc3N2CC)OC1=S	-17.8%[57.1 µM]	-1.3%	1.6	-11.2%	0.3	u	2.1	5.8%
COc1ccc(S(=O)(=O)NCC2CCCN(Cc3ccc(O)cc3)C2)cc1 (stereo unspecified)	-7.7%	2.0%	0.0	4.9%	1.8	-17.7%	0.1	-2.4%
CCOC(=O)c1c(CN2CCN(C)CC2)n(-c2ccccc2)c2cc(Br)c(O)cc12	2.7%	5.9%	-2.7	0.2%	1.5	5.4%	-1.7	-2.8%
Cc1ccc(/C=C2\SC(=S)N(C3CCS(=O)(=O)C3)C2=O)o1 (stereo unspecified)	u	0.4%	-4.4	18.9µM*	-53.5*	-16.0%	-0.2	-8.5%
Cc1cccc(C)c1Nc1ncnc2ccccc12	-0.7%	-1.3%	1.8	-8.6%	-2.0	4.3%	-1.6	-0.2%
Cc1ccc(C(=O)Nc2nc(-c3ccccc3)c(-c3ccccc3)o2)cc1	-11.9%[57.1 µM]	5.9%	1.3	2.4%	6.0	-9.1%	0.8	3.4%
Cc1cc(=O)oc(C)c1C(=O)Nc1ccc2ncccc2c1	-15.4%	u	3.4	-25.8%	-1.4	24.6%	3.1	13.4%
Cc1cccc(NS(=O)(=O)c2ccc(Br)s2)n1	-3.8%	2.1%	3.9	-11.8%	x	6.3%	-0.8	-2.6%
Fc1ccc(-c2ccc3nccn3c2)cc1Cl	-12.4%	11.8%	1.3	4.1%	-1.8	2.9%	1.2	0.8%
COc1cc(C)ccc1OCC(=O)OCC(=O)c1cc(C)n(CC2CCCO2)c1C (stereo unspecified)	-2.5%	-2.0%	-0.3	3.9%	-2.6	2.7%	-1.6	11.7%
CCOc1ccc2[nH]c(=O)c(CN(CC3COCCO3)C(=O)c3ccc(C)cc3)cc2c1 (stereo unspecified)	-6.9%	6.4%	0.9	-5.2%	0.3	-5.1%	0.1	8.7%
C[C@H](CCC(=O)NCC(=O)O)[C@H]1CC[C@H]2C3[C@H](O)C[C@@H]4C[C@H](O)CC[C@]4(C)[C@H]3C[C@H](O)[C@]12C (stereo partly specified)	2.0%	-8.0%	0.0	1.0%	2.5	1.1%	-0.7	-8.8%
Cc1sc2ncnc(N/N=C/c3ccc(O)cc3)c2c1C	-9.2%	0.3%	-5.2	-3.0%	-11.9	8.6%	0.6	-9.0%
O=C(CCc1ccccc1)OCC(=O)c1ccc([N+](=O)[O-])cc1	3.7%	-1.4%	0.7	u	0.0	7.7%	-0.5	-7.3%
O=C(NCc1cccnc1)C1CCCN1S(=O)(=O)c1ccc(Cl)cc1 (stereo unspecified)	7.4%	10.2%	-0.4	4.5%	0.9	25.2%	-1.3	3.2%
CC(=O)Nc1ccc(S(=O)(=O)N2CCCc3ccccc32)cc1	2.9%	-3.8%	-2.4	-0.7%	x	2.4%	-0.6	3.9%
Cc1ccc(C(=O)OCC(=O)NCc2ccccc2)s1	5.4%	5.8%	0.6	-4.7%	-15.3	-7.9%	0.0	2.0%
CCCCC(=O)Nc1ccc(C(=O)NCCN2CCOCC2)cc1	15.4%	-6.6%	4.8	0.5%	-0.7	-2.5%	-0.1	-6.8%
CCOC(=O)N1C(=O)[C@](CC)(c2ccccc2)N1C(=O)OCC	5.5%	10.4%	0.2	16.8µM*	-3.1	4.1%	-0.3	-1.0%
CSc1nc(-c2ccccc2)c2cc(Cl)ccc2n1	2.7%	6.2%	1.2	-5.9%	15.2	-4.9%	-0.1	-5.0%
Cc1nc(N(CCO)C2CCCCC2)c2nnn(Cc3ccccc3)c2n1	2.4%	9.1%	-4.3	-17.3%	0.1	-28.2%	-2.1	12.3%
CC(=O)NC(CC(=O)NCC(c1ccco1)N(C)C)c1ccccc1 (stereo unspecified)	9.7%	11.5%	2.7	-8.2%	x	-6.1%	-2.9	6.2%
Cc1c(NS(=O)(=O)c2cccc(C(=O)NCc3ccc(Cl)cc3)c2)c(=O)n(-c2ccccc2)n1C	-2.3%	5.5%	0.1	u	0.2	-9.5%	-2.7	-0.8%
Cc1[nH]c2ccccc2c1/C=N/NC(=O)CCC(=O)Nc1ccccc1	-1.2%[57.1 µM]	3.2%	-0.9	23.8µM*	0.0	-14.5%	-3.1	-10.8%

Four compounds from above, limited to EPAC1 antag, EPAC2 agonist and PI5P4Ka inh:
mol	EPAC1 antag	EPAC2 agonist	PI5P4Ka inh
O=C1C(=O)N(c2ccccn2)C(c2ccc(F)cc2)/C1=C(/O)c1ccc(Br)cc1 (stereo unspecified)	-6.7%	0.1%	-3.9
CCN1C(=O)/C(=C2\Sc3ccccc3N2CC)OC1=S	u	-1.3%	0.3
COc1ccc(S(=O)(=O)NCC2CCCN(Cc3ccc(O)cc3)C2)cc1 (stereo unspecified)	-17.7%	2.0%	1.8
CCOC(=O)c1c(CN2CCN(C)CC2)n(-c2ccccc2)c2cc(Br)c(O)cc12	5.4%	5.9%	1.5

Next records.
SMILES	WRN inhibitor	EPAC2 agonist	IL2 activator	PLK1 PBD block	PI5P4Ka inh	EPAC1 antag	CCT modulator	EPAC1 agonist
COc1ccc(Nc2nc(-c3cccc([N+](=O)[O-])c3)nc3ccccc23)c(OC)c1	-7.4%	-0.3%	-1.2	-9.3%	1.5	-14.0%	-1.9	13.5%
COc1ccc(CCN(C)C(=O)C2CCN(Cc3ccccc3)CC2)cc1OC	-0.5%	0.9%	-1.0	-3.7%	3.1	0.6%	-2.0	-9.0%
Cc1cccc(C(=O)N[C@H](C(=O)Nc2ccc(S(=O)(=O)NC3=NCCCCC3)cc2)C(C)C)c1	1.5%	4.9%	-2.1	-10.0%	0.6	0.0%	-1.2	6.4%
CCOC(=O)c1cnn2c(SC)ncnc12	2.7%	4.8%	-3.5	-4.0%	-1.7	17.5%	-1.2	8.6%
S=C(NCc1ccco1)Nc1ccc(Cl)cc1	-5.2%	3.3%	-0.9	-7.2%	-0.8	3.2%	-0.6	1.6%
CCCCC(=O)Nc1nnc(-c2ccc(OC)cc2)s1	-4.7%	-4.3%	-0.6	-7.2%	3.9	-8.8%	-1.3	-3.6%
CCOC(=O)c1c(CN(C)C)n(-c2ccccc2)c2cc(Br)c(O)cc12	3.1%	3.5%	-0.3	-0.9%	5.6	2.9%	0.3	-9.0%
CN(c1ccccc1)S(=O)(=O)c1ccc(C(=O)NCCc2ccccc2)cc1	-7.0%	1.0%	-2.6	-16.8%	3.9	-27.7%	0.2	4.3%
O=C(O)c1nn(CCOc2ccc(Cl)cc2Cl)c(=O)c2ccccc12	9.1%	1.3%	0.8	-9.4%	2.9	11.6%	1.2	1.4%
CC(C)(C)N1C(=O)c2ccccc2NC(=O)C1C(=O)NCCc1ccccc1 (stereo unspecified)	-2.6%	4.4%	-0.1	-3.0%	2.4	-16.0%	x	2.1%
O=C(COc1ccccc1)Nc1ccc(Cl)c(-c2nc3ncccc3o2)c1	-3.7%	-6.9%	0.2	4.2%	-1.0	1.4%	-1.3	0.5%
COc1cccc(OC)c1OCCCCN1CCC(Cc2ccccc2)CC1	-21.3%	1.2%	2.3	-4.1%	-11.6	-3.8%	0.9	7.3%
CC(=O)NCCNC(=O)C1Cc2c(-c3cccc(NC(C)=O)c3)ccnc2O1 (stereo unspecified)	0.1%	7.4%	0.1	-1.6%	2.7	-1.2%	0.3	-6.9%
O=C(N/N=C/c1cc(Cl)cc([N+](=O)[O-])c1O)c1cc(-c2ccccn2)nc2ccccc12	-17.2%	-4.1%	-0.7	u	-62.1*	-20.7%	2.0	-8.6%
S=c1sc2c(Cl)ncnc2n1-c1ccccc1	4.5%	5.1%	-1.0	-17.6%	-2.5	-24.4%	-1.7	-3.2%
Oc1ccc2oc3c(c2c1/C=N/n1cnnc1)CCCC3	3.1%	1.8%	u	-4.1%	10.0	-15.6%	0.0	8.3%
Cc1snc2sc(C(=O)c3ccc(Br)cc3)c(N)c12	-1.8%	6.5%	-0.6	-20.0%	6.3	-13.3%	-4.3	0.8%
Cc1noc(C)c1COc1cccc(C(=O)N(C)Cc2nc3ccccc3c(=O)[nH]2)c1	0.7%	9.2%	0.6	0.0%	9.2	4.3%	2.1	14.3%
O=C(CSc1nnc(-c2ccc(S(=O)(=O)N3CCOCC3)cc2)o1)c1ccccc1F	-4.1%	-13.1%	0.5	-2.6%	x	-2.1%	-3.0	-0.4%
C[C@H](NC(=O)c1ccccc1Cl)C(=O)Nc1ccccc1F	3.9%	6.0%	0.4	-6.7%	-1.2	-2.9%	-0.3	-10.8%
COc1ccccc1-c1cnc2c(c1)C(=O)N([C@@H](C)CO)C[C@@H](C)[C@@H](CN(C)C(C)=O)O2	2.1%	-2.6%	-0.6	1.4%	0.1	-2.6%	-1.3	3.0%
O=C(NCc1ccc(Cl)cc1)c1ccc(N2CCCC2=O)cc1	-4.5%	-1.5%	0.2	-5.1%	2.8	3.2%	-4.7	3.0%
NC(COCc1ccccc1)c1csc(NC(=O)Nc2cccc(C(F)(F)F)c2)n1 (stereo unspecified)	-8.3%	4.2%	-0.9	0.7%	-0.3	-23.1%	-0.8	-16.4%
C[C@H](N=C1NS(=O)(=O)c2ccccc21)C(=O)OCc1cc([N+](=O)[O-])cc2c1OCOC2	-7.7%	10.2%	-2.7	-1.3%	4.3	-11.5%	-1.4	3.7%
CSCC[C@H](N)C(=O)NC[C@H]1CC[C@H](C(=O)N[C@@H](Cc2ccccc2)C(=O)O)CC1	-4.5%	10.6%	-2.8	-12.3%	-4.0	-5.8%	1.3	5.8%

Compound activity (PubChem BioAssay)
